PI4K2A block – qHTS for small molecular inhibitors of PI4K2A; purified PI4K2A, ADP-Glo luminescence, 1 h; hits give low values; Phosphatidylinositol 4-kinase type 2-alpha (Homo sapiens), Q9BTU6; activity change, negative = inhibition, % at 76.9 µM; 420,000 compounds, 0.13% hits; in the data active means activity change below about -50%; inconclusive means mostly about -30% to -49%;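 further: -100% = wells without enzyme as full effect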
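In this quantitative HTS, ADP production by PI4K2A was quantified luminescently after 1 h at ambient temperature; 100 microM adenosine served as plate-quality control.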
HP1b binding inh – HTS for Inhibitors of HP1-beta Chromodomain Interactions with Methylated Histone Tails. Chromobox protein homolog 1 (Homo sapiens), P83916. AlphaScreen HP1-beta / biotin-H3K9me3 peptide binding. Potency, µM (highest dose often 114 µM), inactives show top-dose activity change, negative = inhibition, most hits filed as inhibitors. 390,000 compounds, 0.56% hits; further: potency means the concentration at half of the fitted maximal effect; nearly all actives have a fitted effect of over 70% in size; inactives centre near 23
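Compound inhibition of the preformed complex between 50 nM HP1-beta and 50 nM biotinylated H3K9me3 peptide was read by AlphaScreen. Buffer was PBS pH 7.4 with 0.01% Tween-20. Incubations ran 30 min at room temperature, with 10 ug/mL donor/acceptor beads.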
G9a inh – qHTS Assay for Inhibitors of Histone Lysine Methyltransferase G9a | Histone-lysine N-methyltransferase EHMT2 (Homo sapiens), Q96KQ7 | G9a H3K9 monomethylation, AlphaScreen, 2 h | Potency, µM (doses to about 102 µM), without a hit: at the highest dose activity, negative = inhibition, actives largely listed as inhibitors | 350,000 compounds, 8.8% hits; further: potency means the concentration at half of the fitted maximal effect; on the % scale 0 is the no-effect control and ±100 the full control effect; nearly all actives have a fitted effect of over 75% in size
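Chemiluminescent proximity detection of H3K9 monomethylation, read after 10 min bead incubation in the dark. Reaction: 20 nM G9a, 500 nM biotin-H3K9 peptide, 20 uM SAM cofactor, 2 h, room temperature, following 15 min enzyme-compound preincubation.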
GLS inhibitor – qHTS for Inhibitors of Glutaminase (GLS); GLS enzymatic activity, qHTS titration; 410,000 compounds, 0.21% hits; Glutaminase kidney isoform, mitochondrial (Homo sapiens), O94925; AID 624170, 2012; Potency, µM (series often up to 45.5 µM), for the others: at the top dose activity change, negative = inhibition, hits mostly inhibitors; further: potency means the concentration at half of the fitted maximal effect; on the % scale 0 is the no-effect control and ±100 the full control effect
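Glutamate formation by hKGA was monitored fluorometrically using coupled glutamate oxidase, HRP and Amplex Red. Substrate was added as 1 mM L-glutamine solution; incubation was 30 min at RT after an initial read.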
JMJD2A Tudor inh – qHTS Assay for Inhibitors of JMJD2A-Tudor Domain | Potency, µM (top dose mostly 114 µM), without a hit: at the highest dose activity change, negative = inhibition, actives largely listed as inhibitors | AlphaScreen JMJD2A-Tudor / H3K4me3 peptide binding | Lysine-specific demethylase 4A (Homo sapiens), O75164 | 390,000 compounds, 4.4% hits | AID 504339, 2011; further: potency means the concentration at half of the fitted maximal effect; on the % scale 0 is the no-effect control and ±100 the full control effect; nearly all actives have a fitted effect of over 50% in size
Pol eta inh – qHTS for Inhibitors of Polymerase Eta; recombinant Pol eta, fluorescent DNA replication assay; Potency, µM (titrated, usually from 114 µM), for the others: top-dose activity change, negative = inhibition, most hits filed as inhibitors; 390,000 compounds, 1.2% hits; AID 588591, 2011; further: potency means the concentration at half of the fitted maximal effect; on the % scale 0 is the no-effect control and ±100 the full control effect
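Pol eta (10 nM) was preincubated with compounds for 15 min at room temperature, after which fluorescent replication substrate (50 nM final) was added to start the reaction. Fluorescence was read kinetically at 0 and 10 min.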
PGK inhibitor – qHTS Assay to Find Inhibitors of Phosphoglycerate Kinase. Phosphoglycerate kinase, glycosomal (Trypanosoma brucei brucei), P07378. PGK/GAPDH coupled, Kinase-Glo luminescence, 60 min. Potency, µM (top dose mostly 57.5 µM), without a hit: at the top dose activity change, negative = inhibition, actives largely listed as inhibitors. 380,000 compounds, 0.043% hits; further: potency means the concentration at half of the fitted maximal effect; on the % scale 0 is the no-effect control and ±100 the full control effect; nearly all actives have a fitted effect of over 60% in size
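Recombinant glycosomal PGK reaction used 1,3-bisphosphoglycerate generated in-well by GAPDH (100nM final) in 100mM TEA pH 7.6, 5mM MgCl2, 0.01% Tween-20. After 60 minutes at room temperature, ATP was read by Kinase-Glo Plus luminescence end-point.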
Pin1 inh – qHTS Assay to Find Inhibitors of Pin1; Peptidyl-prolyl cis-trans isomerase NIMA-interacting 1 (Homo sapiens), Q13526; Pin1 FP peptide displacement, HiFluor488, 10 min; Potency, µM (series often up to 115 µM), without a hit: at the highest dose activity, negative = inhibition, actives largely listed as inhibitors; 390,000 compounds, 0.009% hits; AID 504891, 2011; active means well fitted inhibition curve with a large enough effect in the polarisation, with a control signal flat, not every such curve was filed as active; inconclusive means small, poorly fitted or top-dose-only effect, or effect the other way, or a change in a side signal; inactive means no such curve, though single readings can be large or run the other way; the % refers to the polarisation; further: potency means the concentration at half of the fitted maximal effect; on the % scale 0 is the no-effect control and ±100 the full control effect
BAZ2B inh – qHTS Assay for Inhibitors of BAZ2B | Bromodomain adjacent to zinc finger domain protein 2B (Homo sapiens), Q9UIF8 | AlphaScreen BAZ2B-H3K14Ac peptide displacement | Potency, µM (top dose mostly 114 µM), for the others: at the top dose activity change, negative = inhibition, usual class: inhibitors | 360,000 compounds, 4.4% hits; further: potency means the concentration at half of the fitted maximal effect; on the % scale 0 is the no-effect control and ±100 the full control effect; nearly all actives have a fitted effect of over 60% in size
Target sequence (Q9UIF8 whole entry, looked up, the tested form may be a part): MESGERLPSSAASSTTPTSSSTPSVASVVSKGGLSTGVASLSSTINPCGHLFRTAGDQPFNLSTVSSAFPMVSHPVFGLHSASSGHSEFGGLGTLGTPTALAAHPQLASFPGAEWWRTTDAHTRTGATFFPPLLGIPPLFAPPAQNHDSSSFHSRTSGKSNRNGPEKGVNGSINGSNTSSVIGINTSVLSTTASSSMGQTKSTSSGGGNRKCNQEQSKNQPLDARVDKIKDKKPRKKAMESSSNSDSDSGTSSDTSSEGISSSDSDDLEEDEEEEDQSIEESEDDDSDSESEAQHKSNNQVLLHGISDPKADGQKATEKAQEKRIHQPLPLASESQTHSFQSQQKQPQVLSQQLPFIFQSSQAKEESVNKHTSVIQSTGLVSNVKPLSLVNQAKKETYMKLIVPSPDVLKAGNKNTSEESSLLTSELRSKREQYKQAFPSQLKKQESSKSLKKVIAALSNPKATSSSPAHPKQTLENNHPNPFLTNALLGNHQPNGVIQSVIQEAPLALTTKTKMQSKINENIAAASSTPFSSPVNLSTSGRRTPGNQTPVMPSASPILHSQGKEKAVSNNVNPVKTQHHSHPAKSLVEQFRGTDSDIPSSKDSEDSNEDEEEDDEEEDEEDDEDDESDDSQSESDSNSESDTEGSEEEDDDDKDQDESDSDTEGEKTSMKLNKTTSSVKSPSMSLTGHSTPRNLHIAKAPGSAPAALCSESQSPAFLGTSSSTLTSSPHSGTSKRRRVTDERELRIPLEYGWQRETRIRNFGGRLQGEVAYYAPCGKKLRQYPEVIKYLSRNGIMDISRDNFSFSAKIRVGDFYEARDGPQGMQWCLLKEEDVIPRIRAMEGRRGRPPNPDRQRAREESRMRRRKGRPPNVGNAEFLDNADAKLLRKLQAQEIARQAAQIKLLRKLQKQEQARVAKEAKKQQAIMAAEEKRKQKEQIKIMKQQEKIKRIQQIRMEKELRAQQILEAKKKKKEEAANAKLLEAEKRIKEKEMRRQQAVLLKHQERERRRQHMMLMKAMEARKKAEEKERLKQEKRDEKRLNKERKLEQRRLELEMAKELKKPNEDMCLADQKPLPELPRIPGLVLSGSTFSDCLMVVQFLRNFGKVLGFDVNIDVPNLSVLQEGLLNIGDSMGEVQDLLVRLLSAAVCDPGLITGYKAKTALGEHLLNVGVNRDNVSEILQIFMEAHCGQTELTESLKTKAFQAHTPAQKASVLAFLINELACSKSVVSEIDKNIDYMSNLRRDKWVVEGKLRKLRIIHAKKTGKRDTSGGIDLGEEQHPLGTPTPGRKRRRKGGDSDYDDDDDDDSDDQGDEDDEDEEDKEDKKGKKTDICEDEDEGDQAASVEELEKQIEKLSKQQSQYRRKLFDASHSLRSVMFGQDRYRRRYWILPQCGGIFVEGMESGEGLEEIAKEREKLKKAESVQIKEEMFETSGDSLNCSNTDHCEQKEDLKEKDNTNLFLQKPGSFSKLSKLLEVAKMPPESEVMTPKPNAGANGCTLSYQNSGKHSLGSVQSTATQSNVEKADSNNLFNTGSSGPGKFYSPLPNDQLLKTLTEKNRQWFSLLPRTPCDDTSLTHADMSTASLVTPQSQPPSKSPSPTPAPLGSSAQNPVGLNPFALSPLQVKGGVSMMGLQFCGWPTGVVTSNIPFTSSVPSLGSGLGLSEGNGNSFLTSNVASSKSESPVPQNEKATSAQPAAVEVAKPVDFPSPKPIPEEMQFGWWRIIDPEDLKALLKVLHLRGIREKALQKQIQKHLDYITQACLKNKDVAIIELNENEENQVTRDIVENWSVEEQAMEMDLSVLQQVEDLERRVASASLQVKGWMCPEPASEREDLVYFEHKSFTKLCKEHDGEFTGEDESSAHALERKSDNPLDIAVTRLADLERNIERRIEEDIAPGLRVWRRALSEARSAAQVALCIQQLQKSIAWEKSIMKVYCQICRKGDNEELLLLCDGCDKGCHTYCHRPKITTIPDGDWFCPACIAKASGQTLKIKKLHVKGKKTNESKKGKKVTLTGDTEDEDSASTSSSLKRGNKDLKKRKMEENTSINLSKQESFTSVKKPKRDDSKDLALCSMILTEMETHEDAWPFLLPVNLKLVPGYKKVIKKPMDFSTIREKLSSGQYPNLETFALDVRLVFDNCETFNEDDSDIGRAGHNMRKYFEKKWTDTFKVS
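In this displacement format the biotinylated H3(5-23) peptide acetylated at Lys14 serves as ligand at 50 nM, with BAZ2B at 50 nM in PBS pH 7.4 containing 0.01% Tween-20. Donor and acceptor beads are 10 ug/mL final.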
Starred values were filed as active, the others as inactive; i = inactive; ? = inconclusive; / = no result given; [ ] = dose if it differs, or a comment. Unless noted, the call rests on the fitted dose curve; in most records, active means well fitted curve in the direction sought with a large enough effect; inconclusive means small, poorly fitted or top-dose-only effect, or another doubt; inactive means no such curve, though single readings can be large; an effect the other way counts as inactive or inconclusive. The list is partial; count on the stated rates, not on these rows.

SMILES	PI4K2A block	HP1b binding inh	G9a inh	GLS inhibitor	JMJD2A Tudor inh	Pol eta inh	PGK inhibitor	Pin1 inh	BAZ2B inh
Cc1ccccc1OCCn1c(=O)sc2ccccc21	11	206%	85%[activator][59 µM]	-2%	123%[activator]	-12%	?	0%	124%[activator]
COc1ccc(C(=O)OCC(=O)N2CCc3ccccc3C2)cc1OC	7	24%	/	-11%	0%	-19%	-6%	-2%	/
O=S(=O)(NC1CCCCCCC1)c1ccc(F)cc1	-3	13%	/	6%	-5%	-8%	2%	-2%	/
CNc1nc(NN)nc(Nc2ccccc2)n1	-15	41%[activator]	-8%[0.501 µM]	23%	25µM*	1%	-4%	0%	28µM*
Cc1nc2c(nnn2Cc2c(Cl)cccc2Cl)c(=O)[nH]1	-3	58%[activator]	/	-13%	-8%	1%	1%	1%	-1%
CC1CN(Cc2ccccc2)C(=S)N(c2ccccc2)C1=O (stereo not drawn)	0	1%	/	-3%	3%	-1%	9%	0%	/
CCOc1ccccc1Oc1coc2cc(OCC(=O)O)ccc2c1=O	5	-21%	14µM*	-12%	-15%	28µM*	-4%	3%	-32%
O=C(N/N=C\c1ccccn1)C1COc2cc3ccccc3cc2O1 (stereo not drawn)	-5	35%	17%[0.501 µM]	1%	-25%	1%	-8%	2%	-18%[57.1 µM]
COC(=O)C(NC=O)C(O)(Cc1ccccc1)C(F)(F)F (stereo not drawn)	5	22%	0%	-1%	-8%	0%	1%	7%	6%
COc1ccccc1CN(C(=O)c1ccco1)C(C(=O)NC1CCCC1)c1ccncc1 (stereo not drawn)	7	29%	?	6%	-31%	-11%	1%	?	/
COc1cc(-c2ccc3oc(-c4ccsc4)c(C#CC4(O)CCCCC4)c3c2)cc(OC)c1OC	-4	2%	/	1%	-32%	-18%	-10%	33%[activator]	/
CCc1ccc(NC(=S)NCC2CCCN2CC)cc1 (stereo not drawn)	5	39%	?	5%	2%[57.1 µM]	-19%	-1%	-3%	/
O=C(Nc1ccc(Cl)cc1F)C1CCN(S(=O)(=O)c2cccnc2)CC1	-8	18%	9%[12.7 µM]	5%	-15%	-1%	-2%	13%	-1%
C=CCn1c(SCc2nc3ccccc3[nH]2)nnc1-c1ccc(OC)cc1	1	28%	/	-2%	-14%	-8%	0%	-7%	1%
Nc1nc2n(n1)C(c1cccs1)CC(c1ccccc1)N2 (stereo not drawn)	-4	39%[activator]	1%	11%	-20%	-1%	0%	0%	-25%
CCOC(=O)N1CCN(C(=O)CSc2ccc(C(=O)OC)cc2[N+](=O)[O-])CC1	1	33%	-26%	-3%	-19%	7%	/	-9%	-30%
CCOC(=O)c1ccc(NC(=S)NCc2ccc(S(N)(=O)=O)cc2)cc1	1	30%	-8%	5%	1%	-2%	1%	-6%	4%
O=c1[nH][nH]cc1C=NCc1cccnc1	2	42%[activator]	?	2%	8%	-22%	1%	0%	-29%
CC(C)(C)C(=O)Nc1cccc(C(=O)c2cccc(NC(=O)C(C)(C)C)c2)c1	1	-6%	2%	11%	?	-17%	i	4%	-6%
O=C(CN(Cc1ccc2c(c1)OCO2)C(=O)CSc1nc2ccccc2o1)NC1CCCCC1	7	26%	-5%[2.33 µM]	0%	-8%	-19%	7%	4%	12%
COc1cccc(NC(=O)CN(C)C(C)C(=O)Nc2ccc(S(=O)(=O)N3CCCC3)cc2)c1 (stereo not drawn)	-6	36%	-2%	18%	-9%	?	0%	7%	-2%
O=C1C=CN2CCCCC2CC1 (stereo not drawn)	4	0%	/	0%	?	1%	-13%	?	/
O=C1c2ccccc2C(Nc2ccc(Cl)cc2)N1CCN1CCOCC1 (stereo not drawn)	3	26%	-51%	9%	-18%	-15%	-3%	-2%	-25%
COc1cc(C(=O)Nc2ccc3oc(-c4ccccc4)nc3c2)cc(OC)c1OC	3	21%	?	-8%	-27%	-14%	-11%	15%	-19%
Cc1ccc(N2CCN(C(=O)c3c(C)oc4nc(C)nc(N5CCCC5)c34)CC2)c(C)c1	0	28%	-28%[59 µM]	7%	-14%	-17%	i	0%	2%[57.1 µM]

Record cards (already shown). Screens in order: PI4K2A block | HP1b binding inh | G9a inh | GLS inhibitor | JMJD2A Tudor inh | Pol eta inh | PGK inhibitor | Pin1 inh | BAZ2B inh
Entry for CC(C)(C)C(=O)Nc1cccc(C(=O)c2cccc(NC(=O)C(C)(C)C)c2)c1 : 1 | -6% | 2% | 11% | ? | -17% | i | 4% | -6%
Entry for COc1ccc(C(=O)OCC(=O)N2CCc3ccccc3C2)cc1OC : 7 | 24% | / | -11% | 0% | -19% | -6% | -2% | /

The list goes on:
SMILES	PI4K2A block	HP1b binding inh	G9a inh	GLS inhibitor	JMJD2A Tudor inh	Pol eta inh	PGK inhibitor	Pin1 inh	BAZ2B inh
O=C1c2cccnc2C(=O)N1Cc1ccc(F)cc1	3	27%	-10%	0%	-6%	-2%	-9%	-4%	?
CC(=O)Nc1ccc(S(=O)(=O)N(C)CC(=O)OCC(=O)NC(C)C23CC4CC(CC(C4)C2)C3)cc1 (stereo not drawn)	-3	28%	-94%	1%	-19%	-22%	-3%	0%	-6%
CCc1cccc(-n2nnc(-c3nsc(NC(=O)c4cccc(OC)c4)n3)c2C)c1	-4	21%	0%[59 µM]	1%	-6%	4%	i	0%	-1%
CN(c1ccccc1)S(=O)(=O)c1ccc(C(=O)NCc2ccc(F)cc2)cc1	2	21%	/	2%	8%	-13%	-4%	4%	/
O=c1oc(/C=C/c2ccco2)nc2sc3c(c12)CCC3	-3	11%	?	-2%	-15%	?	15%	?	12%[57.1 µM]
Cc1cc(C(=O)OCC(=O)Nc2cc(S(=O)(=O)N(C)C)ccc2Cl)c2ccccc2n1	0	31%	21%	2%	-9%	-12%	5%	5%	-14%
COc1cccc(C(=O)/C=C/Nc2ccc(S(=O)(=O)Nc3nc(C)cc(C)n3)cc2)c1	4	0%	9%[59 µM]	2%	-18%	-13%	-8%	21%	-3%
CC(=O)Nc1ccc(NC(=O)c2ccccc2-n2cnnn2)cc1	1	19%	?	9%	16%	-10%	8%	-4%	1%
FC(F)(F)c1nnc(-c2ccccc2)nc1Sc1ccccc1	10	78%[activator]	7%[0.0925 µM]	-5%	-9%[57.1 µM]	-25%	0%	10%	-1%
Cc1ccc(OCc2ccc(C(=O)Nc3nccs3)o2)cc1C	-5	44%[activator]	1%	-4%	-20%	-20%	0%	18%	-1%
CN(Cc1cn(C)nc1-c1ccccc1F)Cc1nccn1C	-5	35%	/	-7%	-10%	-16%	-4%	0%	?
COc1ccc(Cl)cc1C(=O)NCc1ccco1	-3	37%	/	0%	-17%	-15%	-11%	-10%	-15%
Cc1ccc2cc(C#N)c(SCC(=O)NCC3CCCO3)nc2c1 (stereo not drawn)	-1	25%	-7%[59 µM]	-5%	5%	-9%	i	-4%	20%
Cc1ccc(NC(=O)COC(=O)C2CCC(=O)N2)c(S(=O)(=O)N2CCOCC2)c1 (stereo not drawn)	-1	37%[activator]	-9%[12.7 µM]	12%	-6%	7%	-9%	3%	3%
C[C@@H]1CN([C@H](C)CO)C(=O)c2cc(NC(=O)Nc3ccc(F)cc3)ccc2O[C@@H](C)CCCCO[C@H]1CN(C)Cc1ccc(C(=O)O)cc1	-2	/	/	3%	/	-10%	-10%	/	/
O=C1CC(N(Cc2ccco2)C(=O)Nc2ccc(F)cc2)C(=O)N1c1ccc(F)cc1 (stereo not drawn)	2	26%	?	0%	-13%	-19%	-1%	-10%	-19%
CC1(C)Cc2cccc(OCC(=O)Nc3ccc(OCC(N)=O)cc3)c2O1	7	27%	1%	-1%	-19%	-3%	-13%	3%	-14%
O=C(CSc1ncn[nH]1)NCCc1ccc(Cl)cc1Cl	3	33%	13%	-12%	-5%	-7%	-6%	-5%	-12%
COc1ccc(-n2c(SCC(=O)NCC3CCCO3)nc3c(c2=O)SCC3)cc1 (stereo not drawn)	1	5%	/	4%	-16%	-5%	i	1%	-5%
COc1cc(C(=O)NCc2ccc(S(N)(=O)=O)cc2)ccc1OCC(=O)Nc1cccc(C(F)(F)F)c1	0	15%	10%[0.501 µM]	-3%	4%	-31%	5%	5%	-4%
COc1ccc(-c2nnn(CC(=O)N(CCCO)C(C(=O)NC3CCCC3)c3ccc(F)cc3)n2)cc1 (stereo not drawn)	-1	47%[activator]	14%[0.501 µM]	-8%	-19%[57.1 µM]	-16%	-8%	-4%	0%
Cc1nc2ccc(S(=O)(=O)NCC(=O)N(C)Cc3ccccc3)cc2s1	3	31%	-4%	0%	-19%	-13%	-3%	-1%	8%
Cc1nc2c(cc(Oc3ccc(S(=O)(=O)N4CCOCC4)cn3)c3ccsc32)s1	4	23%	71µM*	-6%	-17%	-15%	-5%	9%	1%
COc1cccc(/C=N/NC(=S)NC2CC3CC2C2C=CCC32)c1O (stereo not drawn)	-11	17%	47%[59 µM]	0%	-22%	-5%	-2%	4%	-17%
CCn1cc(S(=O)(=O)CC(=O)Nc2ccc3c(c2)OCO3)c2ccccc21	-3	12%	38%[59 µM]	7%	-15%	-10%	i	-6%	-11%
O=C(O)CSc1ccn(Cc2ccccc2)c1	-4	/	/	8%	/	-23%	-7%	/	/

High-throughput results (PubChem BioAssay)
